# Screens from PubChem BioAssay.
# M1 ag – human M1 muscarinic receptor agonists, primary screen, Fluo-8 calcium fluorescence, CHO-K1 cells, HTS. AID 588814, 2011. activation, % at 3 µM. CHO-K1 hM1, agonist mode; 0% DMSO, 100% acetylcholine EC100. Muscarinic acetylcholine receptor M1 (Homo sapiens), P11229. 360,000 compounds, 0.33% hits;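 active means activation above the run's mean compound activation plus 3 SD, cut at about 16% in these data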;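 further: peak over basal fluorescence ratio within a 140 s kinetic read after compound addition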
# Target sequence (P11229 whole entry, looked up): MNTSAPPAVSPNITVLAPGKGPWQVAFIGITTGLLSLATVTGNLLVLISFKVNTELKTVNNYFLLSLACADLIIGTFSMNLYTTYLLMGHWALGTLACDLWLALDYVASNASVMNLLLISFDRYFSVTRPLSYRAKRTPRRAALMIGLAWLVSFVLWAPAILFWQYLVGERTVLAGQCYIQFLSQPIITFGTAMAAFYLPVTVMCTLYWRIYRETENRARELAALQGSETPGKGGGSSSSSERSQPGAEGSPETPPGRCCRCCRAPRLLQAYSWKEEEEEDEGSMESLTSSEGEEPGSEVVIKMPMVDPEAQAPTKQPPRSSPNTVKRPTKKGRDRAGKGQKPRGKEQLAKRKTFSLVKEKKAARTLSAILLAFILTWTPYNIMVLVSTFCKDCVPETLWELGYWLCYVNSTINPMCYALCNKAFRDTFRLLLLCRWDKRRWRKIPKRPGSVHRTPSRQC
# CHRM1 antagonist – human M1 muscarinic receptor antagonists, primary screen, CHO-K1 cells, Fluo-8 calcium fluorescence, 1536-well; CHO-K1 hM1, ACh EC80 antagonist; 360,000 compounds, 1.3% hits; Muscarinic acetylcholine receptor M1 (Homo sapiens), P11229; AID 588852, 2011; inhibition, % at 3 µM;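 active means percent inhibition above its own plate's cutoff, namely the mean of that plate's compound wells plus 3 SD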;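 further: peak over basal fluorescence ratio during 140 s after agonist addition; 0% = ACh EC80 plus DMSO and 100% = DMSO alone without agonist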
# CHRM5 antagonist – human M5 muscarinic receptor antagonists, primary screen, CHO cells, Fluo-8 calcium fluorescence | CHO-hM5 cells, ACh EC80 | inhibition, % at 3 µM | 360,000 compounds, 0.59% hits | AID 624040, 2012;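 active means inhibition above a per-plate cutoff, the mean of that plate's test compounds plus 3 SD, cut at about 27% in these data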;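 further: 0% = acetylcholine EC80 with DMSO and 100% = DMSO without agonist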
# M5 ag – human M5 muscarinic receptor agonists, primary screen, CHO-K1 cells, Fluo-8 calcium fluorescence | Muscarinic acetylcholine receptor M5 (Homo sapiens), P08912 | CHO-K1 hM5 cells; 0% DMSO wells, 100% maximal acetylcholine response | activation, % at 3 µM | 360,000 compounds, 0.19% hits;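 active means activation above the run's mean over test compounds plus 3 SD, cut at about 23% in these data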;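 further: signal is peak over basal fluorescence ratio across the kinetic read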
# M1 PAM – human M1 muscarinic receptor positive allosteric modulators, primary screen, CHO-K1 cells, Fluo-8 calcium fluorescence, 1536-well; Muscarinic acetylcholine receptor M1 (Homo sapiens), P11229; CHO-K1 hM1, ACh EC20; 0% = ACh EC20, 100% = maximal ACh; activation, % at 3 µM; 360,000 compounds, 0.088% hits; AID 588819, 2011; in the data active means activation above about 19%, passing the limit was not always enough
# CHRM5 PAM – human M5 muscarinic receptor positive allosteric modulators, primary screen, CHO-K1 cells, Fluo-8 calcium fluorescence. Muscarinic acetylcholine receptor M5 (Homo sapiens), P08912. CHO-K1 hM5, ACh EC20 PAM; 0% = ACh EC20, 100% = ACh EC100. activation, % at 3 µM. 360,000 compounds, 0.3% hits. AID 624038, 2012;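 active means activation above the run cutoff, the mean activation of all test compounds plus 3 SD, cut at about 18% in these data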
#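 Assay system: CHO-K1 hM5 cells. Also added: acetylcholine at EC20 concentration, added after compound. Dosing: 3 µM, single dose. Times: compound preincubation 140 s before EC20 acetylcholine addition. Signal: Fluo-8 calcium fluorescence. Measure: % activation relative to EC20 and EC100 ACh responses. Repeats: singlicate, one well per test compound.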
# TAAR1 ag – human TAAR1 agonists, primary screen, Fluo-8 calcium fluorescence, CHO RD-HGA16 cells; Trace amine-associated receptor 1 (Homo sapiens), Q96RJ0; vehicle wells 0%, saturating PEA agonist 100%; activation, % at 3 µM; 360,000 compounds, 0.99% hits;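 active means activation above the mean activation of all test compounds in the run plus 3 SD, cut at about 38% in these data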
#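 Test system: RD-HGA16 (CHO) cells co-expressing Gα16 and hTAAR1 / Benchmarks: DMSO vehicle as 0%, PEA at EC100 as 100% / Repeats: no replicates (n 1) / Measure: % activation from peak over basal fluorescence ratio, DMSO-to-PEA scaled / Timing: 17-24 h plating, Fluo-8 75 min 37 °C, 30 min RT / Technique: kinetic Fluo-8 calcium fluorescence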
# CHRM4 agonist – human M4 muscarinic receptor agonists, primary screen, CHO-K1 cells, Fluo-8 calcium fluorescence. Muscarinic acetylcholine receptor M4 (Homo sapiens), P08173. activation, % at 3 µM. CHO-K1 hM4/Gqi5; vehicle 0%, full acetylcholine response 100%. 360,000 compounds, 0.14% hits;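 active means activation above the run mean over all test wells plus 3 SD, cut at about 32% in these data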;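 further: peak over basal fluorescence ratio per well then scaled between controls; 0% = DMSO wells and 100% = acetylcholine at EC100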
# Target sequence (P08173 whole entry, looked up): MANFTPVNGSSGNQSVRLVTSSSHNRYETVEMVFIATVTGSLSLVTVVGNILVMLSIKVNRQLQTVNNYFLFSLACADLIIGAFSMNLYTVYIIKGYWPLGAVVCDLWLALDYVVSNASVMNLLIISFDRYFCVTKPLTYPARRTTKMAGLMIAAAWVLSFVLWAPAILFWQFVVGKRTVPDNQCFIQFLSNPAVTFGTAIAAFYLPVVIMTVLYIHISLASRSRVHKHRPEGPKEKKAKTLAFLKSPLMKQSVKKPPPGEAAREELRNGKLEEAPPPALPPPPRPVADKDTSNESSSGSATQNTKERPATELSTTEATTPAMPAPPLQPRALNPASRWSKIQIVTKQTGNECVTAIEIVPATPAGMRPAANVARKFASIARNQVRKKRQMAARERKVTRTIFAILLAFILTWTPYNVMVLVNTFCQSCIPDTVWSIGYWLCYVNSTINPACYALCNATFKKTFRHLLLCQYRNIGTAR
# CHRM4 antagonist – human M4 muscarinic receptor antagonists, primary screen, CHO cells, Fluo-8 calcium fluorescence | AID 624125, 2012 | 360,000 compounds, 0.73% hits | CHO-hM4 cells, ACh EC80 | inhibition, % at 3 µM;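 active means inhibition above its plate's cutoff, the mean inhibition of sample wells plus 3 SD, cut at about 27% in these data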;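 further: 0% = acetylcholine EC80 with DMSO and 100% = DMSO without agonist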
# * = called active by the depositor; nt = not tested or not shown. Only part of the results is shown; the hit share may differ from the screen's.
SMILES,M1 ag,CHRM1 antagonist,CHRM5 antagonist,M5 ag,M1 PAM,CHRM5 PAM,TAAR1 ag,CHRM4 agonist,CHRM4 antagonist
COc1ccc(NC(=O)N(O)C2(C#N)CCCCC2)cc1,-4.3,9.1,4.1,0.7,-6.6,-1.5,1.3,1.9,4.3
Cc1ccc(S(=O)(=O)N2CCN(C(=O)CCc3nc4ccccc4c(=O)[nH]3)CC2)c(C)c1,-7.3,-12.5,0.3,-3.0,4.5,-2.1,0.5,3.9,1.4
CC1(C)Cc2ccccc2C(N/N=C/c2ccc([N+](=O)[O-])cc2)=N1,-3.9,-0.2,-2.1,-5.8,1.1,13.1,9.1,-0.9,-12.8
COc1cccc(N/C(N)=N/c2nc(C(F)(F)F)cc(=O)[nH]2)c1,-6.7,3.6,2.1,-0.6,1.0,-1.3,-0.6,-0.4,11.0
CCOC(=O)C1=C(COC(=O)c2ccc(C)c(S(=O)(=O)N3CCOCC3)c2)NC(=O)NC1C (stereo unspecified),-2.6,-2.3,-3.1,4.6,1.5,0.5,4.0,9.1,-6.3
COc1cc2c(cc1NC(=S)Nc1cccc3ccccc13)oc1ccccc12,-3.7,-8.3,-2.6,-3.1,7.5,10.1,-1.9,2.2,-8.1
O=C(NNC(=O)c1ccc(=O)[nH]c1)c1ccc(NS(=O)(=O)c2cccs2)cc1,-4.5,-3.4,16.5,0.0,0.7,0.4,0.5,0.2,7.8
CC1=C(O)c2ccccc2C(=O)C1=O,-7.1,-15.6,-2.9,-1.6,5.7,1.7,3.1,-1.0,-17.0
COc1ccc(NC(=O)C(=O)c2cn(CC(=O)N3CCOCC3)c3ccccc23)cc1OC,2.1,-2.8,4.3,-1.4,7.3,-3.1,9.4,8.8,-3.6
Cc1ccc(CN(C)C(=O)CSc2nnc3n2CCCCC3)c(C)c1,-9.2,-5.3,10.8,-9.6,6.3,8.6,-0.6,-0.6,2.7
COc1ccc(-c2cc(C(=O)N(C)Cc3ccc(OC)c(OC)c3OC)c3ccccc3n2)cc1OC,-1.1,41.5*,29.8*,-2.6,-12.7,-11.4,8.9,15.8,23.8
COCCNC(=O)C1CCCN(C(=O)c2sc(-c3ccccc3)nc2C)CC1 (stereo unspecified),-2.3,-11.4,-4.5,1.3,8.5,1.4,2.1,-0.3,1.4
Cc1nc2sc(C(c3ccccc3)N3CCOCC3)c(O)n2n1 (stereo unspecified),-4.7,-6.8,0.2,0.1,-1.3,-0.5,1.2,0.0,-7.4
COC(=O)c1c(NC(=S)Nc2ccccc2Cl)sc(C)c1C,-6.3,1.8,-8.7,-1.5,-12.5,-0.8,nt,-1.1,-5.1
O=C(Oc1ccc(/C=N/Nc2ccccc2)cc1)c1ccccc1,-4.8,3.3,-4.4,-2.1,-0.5,7.3,-0.5,1.0,-2.7
COc1cccc(C2c3c(-c4ccccc4)n[nH]c3C(=O)N2c2ccc(C(=O)O)cc2)c1 (stereo unspecified),-8.2,5.4,3.7,-4.2,2.0,4.3,1.2,0.9,-3.3
C=C(CN(C)C)C(=O)c1cc(OC)c(OC)cc1OC,-0.9,-8.2,5.8,1.4,7.8,-3.9,1.5,-0.4,2.4
CCOC(=O)Cc1nc2nc(C)cc(C)n2n1,-2.8,-5.8,-3.7,2.5,8.3,4.0,7.7,0.8,-2.3
O=C(NN=Cc1cc(=O)[nH]c(=O)[nH]1)c1ccncc1,-0.9,-0.7,19.1,-0.8,1.7,-3.0,5.2,0.6,-7.0
Cc1cc2ncn(/N=C/c3ccc4c(c3)OCO4)c2cc1C,-4.9,-10.9,5.3,-1.9,11.4,-0.6,4.4,1.6,-12.9
FC(F)(F)c1ccc(CN2CCN(Cc3ccco3)CC2)cc1,-2.9,-21.2,6.2,4.6,7.8,-0.6,3.0,0.5,-13.0
CCOc1ccc(C(=S)NC2CCCCC2)cc1OC,-7.1,-8.9,1.8,-1.5,5.9,0.9,11.7,1.6,9.0
CCOC(=O)N1CCC(Nc2c([N+](=O)[O-])cc(C(=O)O)cc2[N+](=O)[O-])CC1,-4.8,-0.5,13.5,-0.9,-1.5,-1.4,-1.0,-0.7,0.8
Cn1ncc(Br)c1C(=O)OCC(=O)Nc1nc(-c2ccccc2)cs1,-2.1,4.9,6.8,0.9,0.7,-4.9,-0.6,0.1,11.4
CC(=O)Nc1cccc(NC(=O)c2cccc3cccnc23)c1,4.5,-5.3,5.0,-3.1,13.6,1.5,2.9,5.0,3.9
Cc1[nH]c2ccccc2c1CCNC(=O)c1ccc2nccnc2c1,-1.2,-6.6,10.2,0.0,5.9,0.2,5.5,7.5,-12.8
COc1ccc(CNCC(O)(c2ccc(Cl)cc2)c2ccc(Cl)cc2)cc1OC,1.7,-4.7,-5.3,4.6,11.6,4.4,24.8,5.0,12.1
CSCCC(NC(=O)c1ccccc1Br)C(=O)NNC(=O)C1COc2ccccc2O1 (stereo unspecified),-4.3,-9.3,4.0,-1.3,6.9,2.2,-2.7,0.5,-5.2
CCCCSc1nnc([C@H](C)NC(=O)OC(C)(C)C)o1,-4.7,12.8,1.2,-2.9,-7.6,-4.9,3.0,-0.4,10.1
Cc1ccc(S(=O)(=O)CC(O)CN2CCCC2=O)cc1 (stereo unspecified),-2.2,-2.6,-0.6,0.3,5.1,2.8,1.2,-0.2,7.7
CCCOc1ccccc1Cn1c(=O)oc2ccccc21,-7.0,-9.1,7.0,-11.6,1.2,-1.7,5.8,-1.7,4.4
COc1ccc(S(=O)(=O)N(CC(N)=O)C2CCCCC2)cc1Cl,-3.0,3.7,-3.0,-0.2,-0.9,1.9,22.3,1.6,-4.4
COC(=O)c1cc(NC(=O)c2c(Cl)nc3sccn23)cc(C(=O)OC)c1,-0.8,-5.6,-4.5,-0.9,7.5,2.9,15.1,0.4,-11.8
CN(C)CCCN(C(=O)c1ccc(S(=O)(=O)N2CCc3ccccc3C2)cc1)c1nc2ccc(F)cc2s1,3.8,-1.6,-1.5,-4.7,6.6,7.0,75.0*,16.2,3.6
NC(=O)c1csc(C2OC(CO)C(O)C2O)n1 (stereo unspecified),nt,nt,5.1,1.9,nt,-4.7,0.5,1.2,2.6
Cc1ccc([C@H]2C[C@@H](n3cc(C4CC4)nn3)[C@H](O)CN2Cc2cccs2)cc1,-0.1,-8.4,4.0,0.9,4.5,0.3,0.2,1.6,-4.9
CCOC(=O)[C@]12CCCC=C1N(CCc1ccc(OC)c(OC)c1)C(=O)[C@H](CC(=O)NCCCCc1ccccc1)C2,nt,nt,-7.5,-0.8,nt,3.0,1.3,19.0,-11.8
O=C(COC(=O)c1ccccc1C(=O)c1ccccc1)NCc1ccc(F)cc1,-4.1,1.8,1.5,-6.3,1.2,-4.2,-1.5,3.0,-8.4
CCOc1ccc(S(=O)(=O)N(C)CC(=O)N2CCCC2)cc1,-4.8,2.3,4.3,-3.9,3.3,2.1,2.0,-0.7,5.0
CCN(CC(=O)Nc1cc(Cl)ccc1C)C(=O)C1CCCCC1,-5.1,1.2,1.8,-5.3,3.1,-1.3,-0.3,0.6,-7.2
CCN(c1ccccc1)S(=O)(=O)c1cccc(C(=O)NCC(c2cccs2)N2CCOCC2)c1 (stereo unspecified),-4.3,2.9,2.1,-2.0,7.5,5.9,2.3,3.6,-3.5
COC(=O)c1ccc2nc(-c3ccc(C#N)cc3)c(Cc3cccc(F)c3)n2c1,0.3,-21.5,-6.7,-1.0,-4.1,-5.4,-0.1,2.6,6.4
COC(=O)c1ccc(CN2CCCC(C(=O)Nc3cccc(-n4cccn4)c3)C2)cc1 (stereo unspecified),37.6*,41.2*,-18.6,-2.1,-11.7,2.1,5.7,10.9,-30.8
CCOCCCNC(=O)c1cc2sc(Cl)cc2n1CC,-4.8,-6.0,6.0,-6.8,2.7,-0.9,13.6,-2.6,7.7
O=C(c1ccc2nc(Cc3cccc(Cl)c3)oc2c1)N1CCC[C@H]1CO,0.1,0.3,2.0,-3.0,8.5,-3.1,5.8,0.8,7.7
CCOC(=O)/C(C(N)=NC(C)C)=C(\O)c1ccccc1,-4.1,-0.6,0.9,-1.5,2.4,1.3,10.1,0.7,4.8
CCC1CCCCN1CCCNC(=O)c1cn(CC(C)C)c(=O)c2cc(OC)c(OC)cc12 (stereo unspecified),-5.3,6.7,-5.7,0.9,4.2,3.6,5.3,0.1,-6.4
O=C(Cc1ccc(F)cc1)NC1CCS(=O)(=O)C1 (stereo unspecified),-1.4,-8.0,-2.2,1.1,2.4,10.7,0.8,0.2,1.1
CC1=CC(=NOS(=O)(=O)c2ccc(C)cc2)CC(C)(C)C1,-10.8,-1.9,-0.6,-6.5,-8.3,-8.3,-0.8,-2.9,-8.3
Cc1cccc(NC(=O)Nc2ccc(C)cc2Br)c1,-8.8,-5.8,-3.5,-3.8,2.5,-4.7,0.9,-0.9,7.2
ClCC1CN(Cc2ccccc2Cl)CCO1 (stereo unspecified),-3.4,-6.1,-1.3,5.1,1.4,7.6,-0.5,2.0,0.7
CCOc1ccc2nc(NC(=O)CN3CCN(C)CC3)sc2c1,-2.2,-43.0,8.9,-3.5,14.9,-4.5,-2.1,1.2,0.0
COc1ccc(C(=O)OCC(=O)c2ccc3c(c2)NC(=O)CO3)cc1S(=O)(=O)N1CCOCC1,-0.5,-3.7,13.7,5.2,3.7,-4.3,8.4,1.4,-1.4
O=C(Nc1ccc(N2CCN(C(=O)c3ccccc3F)CC2)cc1)c1ncn[nH]1,-5.3,0.7,-1.2,-0.1,-3.1,-0.6,3.1,1.1,0.5
CCOC(=O)NN=C1CN(S(=O)(=O)c2ccc(C)cc2)C1,-4.1,-0.3,8.7,-2.7,0.9,-3.2,1.3,-0.4,14.1
O=C(Nc1cccc(Cl)c1)C1CCCCC1,-6.7,8.6,8.6,-3.9,-6.6,0.7,-0.2,1.9,7.7

# In another format: 2 of the compounds above
SMILES: O=C(Cc1ccc(F)cc1)NC1CCS(=O)(=O)C1 (stereo unspecified)
  M1 ag = -1.4 | CHRM1 antagonist = -8.0 | CHRM5 antagonist = -2.2 | M5 ag = 1.1 | M1 PAM = 2.4 | CHRM5 PAM = 10.7 | TAAR1 ag = 0.8 | CHRM4 agonist = 0.2 | CHRM4 antagonist = 1.1
SMILES: CC1=CC(=NOS(=O)(=O)c2ccc(C)cc2)CC(C)(C)C1
  M1 ag = -10.8 | CHRM1 antagonist = -1.9 | CHRM5 antagonist = -0.6 | M5 ag = -6.5 | M1 PAM = -8.3 | CHRM5 PAM = -8.3 | TAAR1 ag = -0.8 | CHRM4 agonist = -2.9 | CHRM4 antagonist = -8.3
